Screening data as filed in PubChem.
SMARCA2 activ: activators of SMARCA2 function; MG213 cells, MMTV-luciferase reporter, dexamethasone, overnight; AID 652017; activation, % at 9.1 µM; 370,000 compounds, 1% hits; in the data active means activation above about 7.8%;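 further: 0% = vehicle wells and 100% = reference activator wells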
PLC-beta3 inh: blocks human PLC-beta3 enzyme activity. Q01970. Purified PLC-beta3, fluorogenic substrate, fluorescence. inhibition, % at 12.2 µM. 370,000 compounds, 0.18% hits. AID 720704; in the data active means inhibition above about 11%;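 further: 0% = median of compound wells on plate and 100% = full blocker control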
DAX1 inh-1: DAX1 (NR0B1) inhibition, primary screen | HEK293T StAR-luciferase reporter, SF-1/DAX-1 repression relief | 370,000 compounds, 1.1% hits | AID 652010 | inhibition, % at 6.8 µM;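 active means inhibition above the mean over all tested compounds plus 3 SD, cut at about 3.6% in these data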;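 further: 0% = DAX-1 cells with DMSO and 100% = cells lacking DAX-1 with DMSO; higher inhibition means more luminescence from relief of DAX-1 repression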
hgDAF12 agonist: hgDAF-12 agonism, primary luciferase screen | activation, % at 6.8 µM | AID 687014 | HEK293 GAL4-hgDAF12 UAS-luciferase reporter, agonist luminescence; normalized to butyrate control | 370,000 compounds, 1.8% hits;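 active means activation above a cutoff set at the mean of all screened compounds plus 3 SD, cut at about 10% in these data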;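 further: 0% = DMSO wells and 100% = sodium butyrate wells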
DAX1 inh-2: NR0B1 (DAX1) inhibition; P51843; HEK293 Gal4-DAX1 luciferase reporter, luminescence; inhibition, % at 6.75 µM; 340,000 compounds, 0.99% hits; AID 504766;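 active means inhibition above the mean over all tested compounds plus 3 SD, cut at about 4.2% in these data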;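 further: 0% = DAX1-transfected cells with DMSO and 100% = empty-vector control cells with DMSO; inhibition shows as a rise in luminescence from relieved DAX1 repression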
Target sequence (P51843 207-470 limits assumed): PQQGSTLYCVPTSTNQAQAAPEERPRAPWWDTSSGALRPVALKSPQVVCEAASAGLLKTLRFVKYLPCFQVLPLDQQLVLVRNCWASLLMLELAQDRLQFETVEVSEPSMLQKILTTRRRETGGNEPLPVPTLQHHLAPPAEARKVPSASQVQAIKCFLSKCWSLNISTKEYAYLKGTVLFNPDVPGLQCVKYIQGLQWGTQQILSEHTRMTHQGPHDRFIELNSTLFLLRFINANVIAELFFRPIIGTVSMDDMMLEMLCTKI
ADAM17 inh: inhibitors of human ADAM17 | P78536 | recombinant ADAM17, EDANS/DABCYL FRET peptide cleavage | inhibition, % at 6.95 µM | 370,000 compounds, 0.83% hits;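 active means inhibition above the mean of compounds lying between control limits plus 3 SD, set per campaign, cut at about 8.5% in these data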;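 further: 0% = DMSO-only wells as the low control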
Target sequence (P78536 215-824 limits assumed): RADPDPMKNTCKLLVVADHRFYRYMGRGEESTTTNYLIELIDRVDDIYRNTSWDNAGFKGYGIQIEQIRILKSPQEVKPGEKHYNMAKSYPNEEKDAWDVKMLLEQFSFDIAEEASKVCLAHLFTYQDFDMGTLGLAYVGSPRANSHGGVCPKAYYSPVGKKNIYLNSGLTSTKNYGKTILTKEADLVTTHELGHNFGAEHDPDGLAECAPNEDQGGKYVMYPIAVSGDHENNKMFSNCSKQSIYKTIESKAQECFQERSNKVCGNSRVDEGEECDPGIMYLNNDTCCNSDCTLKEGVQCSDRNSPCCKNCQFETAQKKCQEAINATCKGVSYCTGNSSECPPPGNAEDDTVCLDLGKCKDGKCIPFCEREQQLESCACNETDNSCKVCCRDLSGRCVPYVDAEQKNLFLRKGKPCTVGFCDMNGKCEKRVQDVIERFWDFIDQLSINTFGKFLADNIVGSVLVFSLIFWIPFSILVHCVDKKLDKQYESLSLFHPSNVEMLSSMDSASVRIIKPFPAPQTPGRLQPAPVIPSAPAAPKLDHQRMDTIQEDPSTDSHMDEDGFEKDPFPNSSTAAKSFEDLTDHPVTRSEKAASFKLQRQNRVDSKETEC
MBD2 DNA inh: MBD2-methylated oligo binding inhibition; Q9UBB5; inhibition, % at 4.4 µM; 370,000 compounds, 0.31% hits; TR-FRET, MBD2 binding to methylated oligonucleotide; AID 686964; in the data active means inhibition above about 13%
PLC-gamma1 inh: blocks human PLC-gamma1 enzyme activity | P19174 | purified PLC-gamma1, fluorogenic substrate, fluorescence | inhibition, % at 12.2 µM | 370,000 compounds, 0.84% hits | AID 720700; in the data active means inhibition above about 9.5%
ssDAF12 agonist: activators of S. stercoralis DAF-12 nuclear receptor. HEK293 ssDAF-12/GRIP1 lit1-tk-luc reporter, luminescence; % of 3 µM dafachronic acid response. AID 652126. activation, % at 6.8 µM. 370,000 compounds, 1% hits;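 active means activation above the mean over all tested compounds plus 3 SD, cut at about 0.9% in these data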;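 further: 0% = DMSO-only wells and 100% = 3 µM delta7-dafachronic acid wells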
hcDAF12 agonist: activates DAF-12 receptor from parasite H. contortus. 370,000 compounds, 1.4% hits. activation, % at 6.8 µM. HEK293 hcDAF-12 lit1-tk-luc reporter, luminescence; 0% DMSO, 100% Δ7-dafachronic acid. AID 652067;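 active means activation above the mean of all tested compounds plus 3 SD, cut at about 5.5% in these data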;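 further: 100% = response to 3 µM Δ7-dafachronic acid high control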
Rev-erbA mod: modulators of human Rev-erb alpha DNA binding; P20393; Rev-erbα–FITC-DNA binding, fluorescence polarization, 90 min; activity, % at 10 µM; 370,000 compounds, 0.79% hits;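 active means activity above about 14%, limit read from the data; passing the limit was not always enough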;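 further: 0% = DMSO wells with 35 nM protein and 100% = DMSO wells with 750 nM protein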
An asterisk follows results filed as active; i = inactive; x = not tested or not shown.

#	SMILES	Rev-erbA mod	PLC-beta3 inh	ADAM17 inh	hcDAF12 agonist	DAX1 inh-2	DAX1 inh-1	PLC-gamma1 inh	ssDAF12 agonist	hgDAF12 agonist	MBD2 DNA inh	SMARCA2 activ
1	Cn1cc(S(=O)(=O)N2CCCC2)cc1C(=O)N1CCN(c2cccc(Cl)c2)CC1	1	4	-4	-1.8	-0.4	2.2	2	-1.6	0.2	-4	-1
2	CCCCC(C(=O)NCCC(C)C)N(CCCN1CCOCC1)C(=O)c1snc(C(N)=O)c1N (centres undefined)	-3	-51	-28	-2.0	0.8	0.7	-37	-1.6	1.4	-6	0
3	COCCCNC(=O)c1csc([C@@H]2O[C@H](CO)[C@H](O)[C@H](O)[C@H]2O)n1	-9	-1	-4	-0.3	x	1.5	3	-1.2	0.1	5	-3
4	CS(=O)(=O)c1ccc(CNC(=O)C2(C(F)(F)F)CC(CCCO)CCCO2)cc1 (centres undefined)	-1	2	-4	-2.7	x	-1.3	0	-1.6	-1.9	3	-1
5	Brc1cccc(-c2nnc3sc(CN4CCCCC4)cn23)c1	0	-1	2	1.8	1.4	-0.3	0	-1.3	-0.9	-1	5
6	O=C(CSc1nnc(-c2ccccc2)c(-c2ccccc2)n1)NCc1ccco1	0	6	-2	-1.9	-1.6	-0.8	2	-1.4	-1.7	-7	-3
7	COc1cccc(-c2nc3nc(C)cc(C)n3c2Nc2c(C)cccc2C)c1	0	-235	-7	-0.9	x	-1.6	-154	-1.6	0.2	-2	0
8	COc1ccccc1NC(=O)CC(c1ccc(OC(C)C)cc1)c1ccccc1OC (centres undefined)	5	3	5	-1.8	-0.8	0.0	3	-1.8	-1.7	-4	0
9	CCN(CC)S(=O)(=O)c1cc(NC(=O)CSc2nc3c(cc2C#N)C(=O)CC(C)(C)C3)ccc1C	-1	-2	-4	0.9	-3.6	-0.7	-53	-1.4	-3.5	2	-3
10	O=C(OCC(=O)N1CCCCCC1)c1cccc(Cl)c1Cl	0	2	-3	2.4	3.8	0.6	-2	-0.3	3.8	-1	0
11	O=S1(=O)CC(N2CCN(CC3CC3)CC2)CN1Cc1cn(Cc2ccccc2C(F)(F)F)nn1 (centres undefined)	-3	0	-3	1.4	x	0.8	2	-0.3	5.3	3	-2
12	CC1(C(=O)NS(=O)(=O)c2ccccc2)CCN1C(=O)c1cccc2ccccc12 (centres undefined)	-1	4	-3	-0.1	x	0.1	-3	-0.4	3.8	2	-4
13	O=S(=O)(c1ccccc1)N1CCN(C(=S)Nc2ccc(F)cc2)CC1	-1	3	1	-1.5	-0.8	-0.4	4	-1.4	-1.2	-3	-2
14	Cc1ccc(-c2ccc(S(=O)(=O)NCC3CCCO3)cc2)cc1 (centres undefined)	5	-1	0	-0.8	-0.1	-1.6	-3	-1.3	-0.9	-3	-1
15	COc1ccc(-c2cn(/N=C/c3ccc(Cl)cc3Cl)c(N)n2)cc1	3	-12	-1	-2.8	-0.9	-0.4	-11	-2.2	-0.6	-2	-1
16	c1cnc2ccc(C(c3nnnn3C3CCCCC3)N3CCN(C4CCCCC4)CC3)cc2c1 (centres undefined)	1	0	-4	-0.8	0.3	-0.4	3	-0.2	1.0	-3	1
17	C(=N\n1cncn1)/c1ccc(N2CCOCC2)cc1	6	-56	-30	-1.3	0.3	-0.2	-47	-1.1	-0.2	1	-2
18	O=C(NC(=S)Nc1nc2ccccc2s1)c1ccco1	5	-10	1	11*	3.4	1.9	-7	2.2*	13*	-6	7
19	Cc1cccc(C)c1NC(=O)C1C(c2ccc3c(c2)OCO3)=Nc2ccccc2N1C(=O)c1ccccn1 (centres undefined)	5	-12	4	3.8	x	0.8	-7	0.8	2.3	-3	8.1*
20	CC(=O)N1CSCC1C(=O)NNS(=O)(=O)c1ccccc1 (centres undefined)	5	-3	-3	-0.5	x	0.0	2	-1.3	-1.4	0	1
21	COc1ccc(S(=O)(=O)NCCSc2ccccc2)cc1OC	0	0	1	-0.8	0.0	-0.8	2	-1.2	-1.1	2	6
22	COc1ccc([N+](=O)[O-])cc1NC(=O)CCN1CCN(CCO)CC1	9	6	2	-2.4	0.3	0.3	3	-0.3	-0.9	-10	-4
23	CCN1CCCC1CNC(=O)Cn1cc(C)c(=O)[nH]c1=O (centres undefined)	1	1	-2	1.0	-0.8	0.3	-1	-0.3	-0.8	-7	-2
24	COc1ccc(Cn2c(CO)cnc2SCC(=O)Nc2cccc(NC(C)=O)c2)cc1	-3	0	-3	-0.8	-0.6	-0.5	1	-1.4	1.1	3	-3
25	COCC1OC(OC(C)C(O)c2cnc3nc(N)[nH]c(=O)c3n2)C(O)C(OC)C1O (centres undefined)	-9	i	i	-0.7	x	0.6	i	-1.4	-3.2	4	1
26	CC(=O)Nc1ccc(NC(=O)COC(=O)c2ccc([N+](=O)[O-])o2)cc1	-3	-2	-2	3.0	-0.4	-2.5	-1	-1.2	1.2	0	1
27	COCCCN(C(=S)Nc1ccc(OC)cc1)C(C)c1ccncc1 (centres undefined)	-5	-7	-1	-1.9	0.3	0.2	0	-1.4	-0.3	-5	4
28	COCCNC(=O)CCC(=O)NNc1nc2ccccc2c2nc(-c3ccccc3)nn12	4	1	0	1.8	-0.3	-0.5	2	-0.7	0.5	-4	0
29	CC(C)(C)c1ccc(S(=O)(=O)NC(=O)C2(C)CCN2C(=O)Cc2ccccc2Cl)cc1 (centres undefined)	1	0	-3	-2.1	x	1.1	3	-0.3	-2.1	-2	1
30	CCOC(=O)N1CCC(NC(=O)c2cc(C(=O)NC3CCN(Cc4ccccc4)CC3)ccc2CO)CC1	5	0	-4	0.7	0.7	-0.1	-1	-1.8	1.8	3	-1
31	Cc1ccc(N2CCC(N3CCN(C4CCCCC4)C(CCO)C3)CC2)cc1 (centres undefined)	-1	3	1	0.5	-0.5	0.1	2	-1.1	-0.8	1	-2
32	CCOC(=O)C1(Cc2ccc(OC)cc2)CCN(S(C)(=O)=O)CC1	0	-1	-2	1.2	0.2	-0.1	0	-0.9	0.2	-4	1
33	Cc1ccc(-c2nnc(SCC(=O)N/N=C/c3cccs3)n2-c2ccc(C)cc2)cc1	-14	2	-2	0.2	0.1	0.4	0	-0.8	0.0	-1	-3
34	Cc1cc(OC(=O)c2ccc(F)cc2)c([N+](=O)[O-])c(=O)[nH]1	-3	-3	-6	-2.3	0.2	0.2	1	-0.7	-0.9	0	-2
35	CC(=O)Nc1sc2c(c1C#N)CCCC2	1	0	-1	-2.5	-1.1	-0.7	1	-1.2	1.0	-6	-2
36	COc1ccc(-c2cccc3c2C2CC3CCN2C(=O)OCc2ccccc2)cc1 (centres undefined)	9	-2	0	-2.5	0.1	0.5	4	-1.2	3.1	3	-4
37	O=C(COC(=O)c1ccc(NS(=O)(=O)c2cccs2)cc1O)Nc1nc2ccccc2s1	3	-14	4	2.1	-0.8	0.0	-2	-1.3	-1.9	-1	3
38	Cc1[nH]n(C2=NCCS2)c(=O)c1N=Nc1cccc(C(F)(F)F)c1	1	0	5	-0.8	-1.5	-0.5	5	-1.4	1.4	1	-2
39	O=C(O)c1ccccc1NC(=O)c1ccccc1-c1ccccc1C(=O)O	-3	-5	-3	-2.2	0.6	-0.2	2	-1.4	0.9	2	-2
40	CCC(Sc1nc(C)cc(=O)[nH]1)C(=O)Nc1nc2c(s1)CCCC2 (centres undefined)	3	4	-1	-0.7	2.0	-0.3	0	-0.7	-2.5	0	-3
41	COc1cc(OC)cc(C(=O)N[C@H](C(=O)NCc2ccc(F)cc2)C(C)C)c1	4	-3	-6	-2.4	-1.0	-0.1	1	-1.4	-0.7	-5	-4
42	COc1ccc(CCNc2nc(-c3ccc(F)cc3)c(CC(=O)O)s2)cc1OC	3	-17	0	-1.3	1.8	-0.4	-9	-0.8	1.1	-4	-2
43	CSc1nnc(C(C)c2ncc(C(F)(F)F)cc2Cl)n1C (centres undefined)	5	-1	-4	-0.6	3.0	0.0	5	-0.5	2.2	3	-4
44	CSc1nnc(-c2cccc(C)c2)n1N	-3	3	-4	-1.4	0.1	0.8	0	-1.1	-1.6	0	2
45	COc1cc(/C=N/NC(=O)C(Cc2c[nH]c3ccccc23)NC(=O)OCC(C)C)cc([N+](=O)[O-])c1O (centres undefined)	1	6	5	-0.3	0.4	0.3	8	-0.8	0.6	-6	-2
46	COc1ccc(C2=CC(=O)C[C@H](c3ccc4c(c3)OCO4)C2)cn1	0	-6	-3	1.9	-0.5	-0.5	-5	-0.9	-2.6	-4	0
47	Cc1ccccc1NC(=O)CSC(=O)c1ccccc1	-5	-2	1	1.3	0.2	2.1	2	-0.6	-0.8	0	-1
48	O=C(NCCCN1CCOCC1)c1c(F)c(F)c(F)c(F)c1F	1	-1	-7	0.4	-0.3	0.6	4	-0.8	0.4	3	3

Part of the list above, with values under each structure:
Each structure is followed by: Rev-erbA mod | PLC-beta3 inh | ADAM17 inh | hcDAF12 agonist | DAX1 inh-2 | DAX1 inh-1 | PLC-gamma1 inh | ssDAF12 agonist | hgDAF12 agonist | MBD2 DNA inh | SMARCA2 activ
(48) O=C(NCCCN1CCOCC1)c1c(F)c(F)c(F)c(F)c1F
  1 | -1 | -7 | 0.4 | -0.3 | 0.6 | 4 | -0.8 | 0.4 | 3 | 3
(39) O=C(O)c1ccccc1NC(=O)c1ccccc1-c1ccccc1C(=O)O
  -3 | -5 | -3 | -2.2 | 0.6 | -0.2 | 2 | -1.4 | 0.9 | 2 | -2

Three of these compounds in a different format:
#38 Cc1[nH]n(C2=NCCS2)c(=O)c1N=Nc1cccc(C(F)(F)F)c1
  Rev-erbA mod: 1	PLC-beta3 inh: 0	ADAM17 inh: 5	hcDAF12 agonist: -0.8	DAX1 inh-2: -1.5	DAX1 inh-1: -0.5	PLC-gamma1 inh: 5	ssDAF12 agonist: -1.4	hgDAF12 agonist: 1.4	MBD2 DNA inh: 1	SMARCA2 activ: -2
#39 O=C(O)c1ccccc1NC(=O)c1ccccc1-c1ccccc1C(=O)O
  Rev-erbA mod: -3	PLC-beta3 inh: -5	ADAM17 inh: -3	hcDAF12 agonist: -2.2	DAX1 inh-2: 0.6	DAX1 inh-1: -0.2	PLC-gamma1 inh: 2	ssDAF12 agonist: -1.4	hgDAF12 agonist: 0.9	MBD2 DNA inh: 2	SMARCA2 activ: -2
#40 CCC(Sc1nc(C)cc(=O)[nH]1)C(=O)Nc1nc2c(s1)CCCC2 (centres undefined)
  Rev-erbA mod: 3	PLC-beta3 inh: 4	ADAM17 inh: -1	hcDAF12 agonist: -0.7	DAX1 inh-2: 2.0	DAX1 inh-1: -0.3	PLC-gamma1 inh: 0	ssDAF12 agonist: -0.7	hgDAF12 agonist: -2.5	MBD2 DNA inh: 0	SMARCA2 activ: -3

Compounds were not picked by outcome, and some 7.4% of all compounds hit somewhere here.
